# Bioassay records: PubChem BioAssay, National Center for Advancing Translational Sciences (NCATS)
# JMJD2A Tudor: JMJD2A Tudor domain (human) inhibition | Potency, µM (highest dose often 114 µM), without a hit: at the highest dose activity change, negative = inhibition, usual class: inhibitors | AID 504339 | AlphaScreen JMJD2A-Tudor / H3K4me3 peptide binding | hit rate 4.4% among 390,000; note: % is set by controls: 0 for no effect and ±100 for the full control effect; nearly all actives have a fitted effect of over 50% in size
# BLM helicase inh: inhibitors of human Bloom syndrome helicase BLM. recombinant BLM DNA unwinding, fluorescence dequenching. Potency, µM (series often up to 56.1 µM), without a hit: top-dose activity change, negative = inhibition, actives largely listed as inhibitors. hit rate 0.2% among 350,000;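 note: plate controls were vehicle for no effect and no enzyme for full effect; nearly all actives have a fitted effect of over 35% in size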
# POLH inh: DNA polymerase eta (human) inhibition; Q9Y253; recombinant Pol eta, fluorescent DNA replication assay; Potency, µM (series often up to 114 µM), for the others: top-dose activity change, negative = inhibition, usual class: inhibitors; hit rate 1.2% among 390,000; note: % is set by controls: 0 for no effect and ±100 for the full control effect
#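 Pol eta at 10 nM preincubated with compounds 15 min at room temperature; reaction started with fluorescent substrate (50 nM final) and read kinetically at 0 and 10 min.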
# Pol beta inh: blocks human DNA polymerase beta activity; AID 485314; hit rate 1.3% among 340,000; P06746; Potency, µM (top dose mostly 114 µM), inactives show at the top dose activity change, negative = inhibition, actives largely listed as inhibitors; Pol beta primer extension/strand displacement, fluorescence kinetic; note: % is set by controls: 0 for no effect and ±100 for the full control effect
#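 10 nM enzyme + cpd, 15 min RT; start with substrate 50 nM final; read 0 min and after 10 min RT. Corrected, normalized data; 4-parameter Hill curve fit.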
# BAZ2B inh: BAZ2B (human) inhibition | Q9UIF8 | AlphaScreen BAZ2B-H3K14Ac peptide displacement | Potency, µM (highest dose often 114 µM), without a hit: top-dose activity change, negative = inhibition, hits mostly inhibitors | hit rate 4.4% among 360,000 | AID 504333; note: % is set by controls: 0 for no effect and ±100 for the full control effect; nearly all actives have a fitted effect of over 60% in size
# Target sequence (Q9UIF8 whole entry, looked up): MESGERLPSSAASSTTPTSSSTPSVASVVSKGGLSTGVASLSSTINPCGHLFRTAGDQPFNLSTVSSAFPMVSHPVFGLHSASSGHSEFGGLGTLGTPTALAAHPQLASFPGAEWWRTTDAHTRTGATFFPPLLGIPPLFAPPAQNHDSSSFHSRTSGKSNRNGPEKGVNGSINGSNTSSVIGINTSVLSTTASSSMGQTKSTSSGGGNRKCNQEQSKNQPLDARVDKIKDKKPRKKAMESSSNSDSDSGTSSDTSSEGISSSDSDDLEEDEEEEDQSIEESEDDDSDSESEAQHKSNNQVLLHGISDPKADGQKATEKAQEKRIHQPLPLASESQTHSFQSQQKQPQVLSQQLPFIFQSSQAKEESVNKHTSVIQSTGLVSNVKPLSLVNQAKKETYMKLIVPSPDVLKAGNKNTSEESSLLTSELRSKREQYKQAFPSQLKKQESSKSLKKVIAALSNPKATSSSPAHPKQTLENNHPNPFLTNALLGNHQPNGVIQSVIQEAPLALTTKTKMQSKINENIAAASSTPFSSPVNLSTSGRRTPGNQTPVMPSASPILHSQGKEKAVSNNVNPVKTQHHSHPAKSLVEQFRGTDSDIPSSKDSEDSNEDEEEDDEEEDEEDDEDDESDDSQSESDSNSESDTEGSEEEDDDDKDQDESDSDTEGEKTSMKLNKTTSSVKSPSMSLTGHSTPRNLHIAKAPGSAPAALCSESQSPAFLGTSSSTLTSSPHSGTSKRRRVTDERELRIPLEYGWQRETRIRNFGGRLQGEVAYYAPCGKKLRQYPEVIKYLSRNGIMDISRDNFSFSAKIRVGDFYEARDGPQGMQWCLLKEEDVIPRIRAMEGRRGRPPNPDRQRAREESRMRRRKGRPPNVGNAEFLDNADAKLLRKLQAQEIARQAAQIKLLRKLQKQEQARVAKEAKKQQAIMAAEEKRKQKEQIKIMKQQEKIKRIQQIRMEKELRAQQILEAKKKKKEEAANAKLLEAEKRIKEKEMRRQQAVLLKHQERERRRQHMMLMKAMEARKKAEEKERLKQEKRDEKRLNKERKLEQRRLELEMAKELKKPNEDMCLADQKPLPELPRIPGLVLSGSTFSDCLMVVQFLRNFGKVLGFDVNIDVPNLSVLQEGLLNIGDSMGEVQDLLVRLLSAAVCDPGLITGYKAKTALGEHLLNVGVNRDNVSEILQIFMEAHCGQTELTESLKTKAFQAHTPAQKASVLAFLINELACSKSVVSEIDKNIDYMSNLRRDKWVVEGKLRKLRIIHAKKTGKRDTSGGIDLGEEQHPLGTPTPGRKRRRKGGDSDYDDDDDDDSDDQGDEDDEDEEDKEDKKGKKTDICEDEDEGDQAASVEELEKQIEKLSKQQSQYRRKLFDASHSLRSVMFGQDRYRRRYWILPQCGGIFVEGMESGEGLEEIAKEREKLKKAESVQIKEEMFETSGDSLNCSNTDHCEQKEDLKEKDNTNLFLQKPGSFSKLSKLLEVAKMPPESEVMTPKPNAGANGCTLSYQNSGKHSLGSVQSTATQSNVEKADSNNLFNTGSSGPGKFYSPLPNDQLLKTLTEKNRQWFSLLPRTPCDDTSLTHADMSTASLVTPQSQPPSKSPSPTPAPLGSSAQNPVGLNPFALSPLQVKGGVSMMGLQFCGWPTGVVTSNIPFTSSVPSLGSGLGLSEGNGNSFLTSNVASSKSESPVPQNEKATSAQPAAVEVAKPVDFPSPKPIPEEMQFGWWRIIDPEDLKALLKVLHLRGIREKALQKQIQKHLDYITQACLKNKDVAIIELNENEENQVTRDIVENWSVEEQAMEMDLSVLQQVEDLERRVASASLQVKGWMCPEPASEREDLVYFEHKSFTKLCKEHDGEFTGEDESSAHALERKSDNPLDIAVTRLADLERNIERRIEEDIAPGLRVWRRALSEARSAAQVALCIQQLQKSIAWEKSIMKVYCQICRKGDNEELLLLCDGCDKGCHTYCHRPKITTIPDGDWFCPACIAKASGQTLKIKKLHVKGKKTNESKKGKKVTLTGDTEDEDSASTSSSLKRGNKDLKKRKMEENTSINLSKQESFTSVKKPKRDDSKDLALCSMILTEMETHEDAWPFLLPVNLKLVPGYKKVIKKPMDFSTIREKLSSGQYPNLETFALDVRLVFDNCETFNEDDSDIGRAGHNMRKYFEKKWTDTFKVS
#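 AlphaScreen displacement: compounds (up to 110uM) incubated 30 min at room temperature with a preformed 50 nM BAZ2B/50 nM biotinylated H3K14Ac peptide complex in PBS pH 7.4 with Tween-20. Donor and acceptor beads at 10 ug/mL final added, 20 min light-protected before reading.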
# APEX1 inh: APE1 (human) endonuclease inhibition; P27695; recombinant APE1, TAMRA/BHQ-2 abasic DNA cleavage fluorescence; Potency, µM (top dose mostly 65.8 µM), without a hit: top-dose activity change, negative = inhibition, hits mostly inhibitors; hit rate 0.35% among 350,000;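 note: plate controls were vehicle for no effect and reference inhibitor for full effect; nearly all actives have a fitted effect of over 55% in size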
#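 APE1 at 0.75 nM preincubated 15 min at room temperature with compound. Reaction then started with 50 nM double-stranded THF-abasic substrate labelled with TAMRA/BHQ-2, and 525/598 nm fluorescence read kinetically. Activity taken as third-minus-first read difference, normalized to DMSO and NSC13755 controls.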
# G9a block: inhibitors of human histone lysine methyltransferase G9a; Potency, µM (series often up to 102 µM), without a hit: top-dose activity, negative = inhibition, most hits filed as inhibitors; AID 504332; hit rate 8.8% among 350,000; Q96KQ7; G9a H3K9 monomethylation, AlphaScreen, 2 h; note: % is set by controls: 0 for no effect and ±100 for the full control effect; nearly all actives have a fitted effect of over 75% in size
#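 Signal arises when biotinylated H3K9 peptide, once monomethylated, bridges streptavidin donor and antibody-captured acceptor beads. Enzyme at 20 nM was preincubated 15 min with test compounds; peptide 500 nM and SAM 20 uM then reacted for 2 h.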
# Pol iota inh: DNA polymerase iota (human) inhibition; Potency, µM (titrated, usually from 115 µM), inactives show top-dose activity, negative = inhibition, actives largely listed as inhibitors; AID 588590; hit rate 1% among 390,000; Q9UNA4; Pol iota fluorescent replication assay, 10 min
#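 Fluorescent replication assay read twice, at 0 min and 10 min after adding 50 nM (final) substrate. Enzyme (10 nM) and compounds were first incubated 15 min at room temperature; enzyme-free buffer wells were negative controls.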
# POLK inh: blocks human DNA polymerase kappa activity; Q9UBT6; purified Pol kappa, fluorescent DNA synthesis assay, 10 min; Potency, µM (highest dose often 107 µM), inactives show at the highest dose activity, negative = inhibition, most hits filed as inhibitors; hit rate 0.53% among 400,000; AID 588579; note: % is set by controls: 0 for no effect and ±100 for the full control effect
#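 Readout: fluorescence, taken kinetically at 0 and 10 min. Conditions: 10 nM Pol kappa, 15 min RT compound preincubation, 50 nM substrate final. Controls: enzyme-free buffer wells.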
# * = called active by the depositor; ? = inconclusive; . = no result given; & = joins results of further samples; [ ] = another dose, or the depositor's remark. Calls come from the whole dose curve; as a rule, active = well fitted curve in the direction sought with a large enough effect; inconclusive = small, poorly fitted or top-dose-only effect, or another doubt; inactive = no such curve, though single readings can be large; an effect the other way counts as inactive or inconclusive. Potency is the fitted concentration of half-maximal effect.
1: CCOc1ccc(OCC)c(NC(=O)C2CCCN(S(=O)(=O)c3ccc4c(c3)oc(=O)n4C)C2)c1 (configuration not stated)
2: COc1ccc(/C=C/C(=O)NC(=S)N2CCOCC2)cc1
3: CN(CC(=O)Nc1ccc(S(=O)(=O)N2CCOCC2)cc1)Cc1ccc(F)cc1
4: CS(=O)(=O)c1cccc(C(=O)N(CCc2ccccc2)Cc2cccs2)c1
5: COc1ccc(CCN(Cc2nc3ccccc3c(=O)[nH]2)C(=O)c2ccco2)cc1
6: Cc1ccc(CS(=O)(=O)Cc2ccc(C(=O)NCCCN3CC(C)CC(C)C3)o2)cc1 (configuration not stated)
7: O=C(Cn1ncc2ccc(Cl)cc21)NCc1ccc(F)cc1
8: CCN(CC(=O)NCc1ccc(F)cc1)C(=O)c1cccc(S(=O)(=O)N(C)c2ccc(OC)cc2)c1
Assay by compound | 1 | 2 | 3 | 4 | 5 | 6 | 7 | 8
JMJD2A Tudor | -6% | -4% | -3% | 0% | -17% | -13% | -22% | -3%
BLM helicase inh | -5% | -2% | . | 0% | -4% | -1% | -2% | .
POLH inh | -18% | -20% | -19% | -15% | 1% | 5% | -11% | -8%
Pol beta inh | 2% | 0% | . | 37% | -1% | 1% | -16% | .
BAZ2B inh | -18% | ? | 7% | 8% | -5% | -3% | -3% | .
APEX1 inh | . | 11% | 20% | -27% | -7% | 4% | . | .
G9a block | 3%[59 µM] | -11% | ? | 79µM* | 2%[12.7 µM] | -7%[59 µM] | -34%[59 µM] | .
Pol iota inh | 60%[activator] | 61%[activator] | 19% | 22% | 6% | 13% | 14% | 4%
POLK inh | -3% | -2% | -7% | 9% | -13% | -3% | 16% | -1%

9: Cc1cc(C)cc(NC(=O)Nc2ccc(N3CCCCC3)cc2)c1
10: CN(CC(=O)N1CC=C(c2ccccc2)CC1)S(=O)(=O)c1ccc2c(c1)c(=O)n(C)c(=O)n2C
11: O=C(NCc1ccccc1)C(=O)c1cn(CC(=O)N2CCOCC2)c2ccccc12
12: CCn1c2c(c(=O)n3ncc(C(=O)Nc4ccc(F)c(Cl)c4)c13)CN(Cc1ccc(OC)cc1)CC2
13: O=c1cnn(Cc2c(Cl)cccc2Cl)c2ccccc12
14: CC1CCc2onc(C(=O)N3CCN(c4ccc(Cl)cc4)CC3)c2C1 (configuration not stated)
15: COc1ccccc1NC(CC(=O)c1ccccc1)C(=O)OCC(=O)c1ccc(F)cc1 (configuration not stated)
16: O=C(Nc1ccc(-c2csc(Nc3ccc(Cl)cc3)n2)cc1)c1ccccc1
Assay by compound | 9 | 10 | 11 | 12 | 13 | 14 | 15 | 16
JMJD2A Tudor | -21% | -17% | 1% | -31% | -14% | -1% | -28% | -11%
BLM helicase inh | -12% | -4% | 0% | -11% | 1% | -2% | -4% | .
POLH inh | -17% | -9% | 1% | -14% | 12% | -14% | -21% | -9%
Pol beta inh | 0% | 38% | 25% | 1% | 20% | -1% | -2% | .
BAZ2B inh | -27% | 11% | -3% | -14% | ? | 10%[57.1 µM] | -7% | .
APEX1 inh | -1% | 16% | -4% | . | 25% | . | 4% | -10%
G9a block | 8.9µM* | 45µM* | . | ? | -3% | -21%[59 µM] | ? | .
Pol iota inh | -17% | -5% | -28% | -5% | -4% | -13% | 11% | 6%
POLK inh | -4% | -18% | -16% | -11%[60.1 µM] | 0% | -13% | -8% | 2%

# Overlap with the part before: 4 entries; new compounds follow.
13: O=c1cnn(Cc2c(Cl)cccc2Cl)c2ccccc12
14: CC1CCc2onc(C(=O)N3CCN(c4ccc(Cl)cc4)CC3)c2C1 (configuration not stated)
15: COc1ccccc1NC(CC(=O)c1ccccc1)C(=O)OCC(=O)c1ccc(F)cc1 (configuration not stated)
16: O=C(Nc1ccc(-c2csc(Nc3ccc(Cl)cc3)n2)cc1)c1ccccc1
17: CCOC(=O)c1c2c(n(Cc3ccccc3)c1C)C(=O)C(=O)c1ccccc1-2
18: CCOC(=O)C(NCc1ccco1)(NC(=O)c1ccccc1)C(F)(F)F (configuration not stated)
19: O=C1c2ccccc2C(O)N1Cc1ccccc1 (configuration not stated)
20: C#CCOc1ccc(CNC[C@H]2O[C@@H](n3cnc4c(N)ncnc43)[C@H](O)[C@@H]2O)cc1
21: COc1ccc(C(=O)C2CCCN(C(=O)c3ccc4nccnc4c3)C2)c(C)c1 (configuration not stated)
22: COC1OC2COC(c3ccccc3)OC2C(OC(C)=O)C1OC(C)=O (configuration not stated)
23: COC(=O)c1c(Oc2ccc(C(C)=O)cc2)nnc(-c2ccccc2)c1-c1ccccc1
24: CC(C)Cc1nnc(NC(=O)c2ccc3c(c2)OCCO3)s1
Assay by compound | 13 | 14 | 15 | 16 | 17 | 18 | 19 | 20 | 21 | 22 | 23 | 24
JMJD2A Tudor | -14% | -1% | -28% | -11% | 7.1µM* | -8% | -11% | -12% | -4% | -15% | -33% | -22%
BLM helicase inh | 1% | -2% | -4% | . | . | -6% | -2% | . | 0% | . | -6% | .
POLH inh | 12% | -14% | -21% | -9% | 8.9µM* | -19% | -7% | -4% | -14% | -3% | -13% | ?
Pol beta inh | 20% | -1% | -2% | . | . | 12% | -1% | . | 1% | . | 27% | .
BAZ2B inh | ? | 10%[57.1 µM] | -7% | . | . | 1% | 10% | . | -23% | . | -27% | 23%
APEX1 inh | 25% | . | 4% | -10% | . | 2% | -5% | -7% | 34% | . | . | 3%
G9a block | -3% | -21%[59 µM] | ? | . | . | -16% | -35%[12.7 µM] | . | -6% | . | -32%[59 µM] | -11%[12.7 µM]
Pol iota inh | -4% | -13% | 11% | 6% | 40µM* | 13% | 36%[activator] | 19% | -12% | 12% | -13% | 17%
POLK inh | 0% | -13% | -8% | 2% | -24% | -1% | -2% | -5% | -1% | -12% | 0% | -13%

25: CCOc1ccc(-c2nnc(SCC(=O)NC3CCCC3)nc2-c2ccc(OCC)c(OC)c2)cc1OC
26: COc1ccc(CN(C)C(=O)c2cnc(C)cn2)c(OC)c1OC
27: COc1cccc(C(=O)NNC(=O)C(=O)Nc2cccc(Cl)c2C)c1
28: CCOc1ccc(-c2cc(CCCC(=O)NCCCOC)no2)cc1
29: Cc1ccccc1NCN1C(=O)C2C3C=CC(C3)C2C1=O (configuration not stated)
30: Nc1ccc(CCNc2ncnc3c2ncn3C2OC(CO)C(O)C2O)cc1 (configuration not stated)
31: CC(C)c1nc2ccc(C(=O)NCCCN3CCN(c4ccc(F)cc4)CC3)cc2o1
32: COc1ccc(NC(=O)CSc2n[nH]c(N)n2)c([N+](=O)[O-])c1
Assay by compound | 25 | 26 | 27 | 28 | 29 | 30 | 31 | 32
JMJD2A Tudor | -17% | -3% | -14% | 5% | -8% | . | -23% | -13%
BLM helicase inh | -3% | 1% | -6% | 0% | -2% | . | 2% | -2%
POLH inh | -14% | 2% | 2% | -12% | -9% | 0%[57.1 µM] | -20% | 8%
Pol beta inh | 40% | 1% | 2% | 5% | 12% | 18%[57.1 µM] | ? | 17%
BAZ2B inh | -10% | 5% | 4% | 4% | . | . | -27% | 8%
APEX1 inh | . | 13% | 36% | 0% | 0% | 1%&14% | . | -4%
G9a block | ? | 4% | -10% | . | 24%[59 µM] | ? | -32%[59 µM] | 24%[2.33 µM]
Pol iota inh | 1% | 4% | 58%[activator] | -2%[58.9 µM] | -6% | 7%[58.9 µM] | 26% | 6%
POLK inh | -1%[60.1 µM] | -6% | 4% | -15% | -5% | -9%[60.1 µM] | -3%[60.1 µM] | -5%

33: O=C(Nc1cccc(C(=O)N2CCN(c3ccccc3F)CC2)c1)c1nsc2ccccc12
34: O=c1oc2ccccc2c(O)c1Sc1c(O)c2ccccc2oc1=O
35: Cc1ccc(S(=O)(=O)NC2CC(C)(C)NC(C)(C)C2)cc1C
36: CCC(=O)N1CCc2cc(S(=O)(=O)NCCC(=O)N3CC=C(c4ccccc4)CC3)ccc21
37: CCOC(=O)C1C(=O)C(=O)N(C(C)C)C1C(=O)OCC (configuration not stated)
38: O=C(NCc1ccccn1)Nc1ccc(F)c(Cl)c1
39: O=c1cc(CO)oc(CN2CCN(c3ccccc3F)CC2)c1O
40: COc1ccc(CCNC(=O)CN(c2ccccc2OC)S(C)(=O)=O)cc1
Assay by compound | 33 | 34 | 35 | 36 | 37 | 38 | 39 | 40
JMJD2A Tudor | -13% | ? | -5% | . | -22% | -6% | ? | 1%
BLM helicase inh | -9% | . | -2% | -2% | . | -1% | 2% | -10%
POLH inh | -8% | -9% | -6% | . | -17% | -13% | -6% | -10%
Pol beta inh | 13% | . | 29% | 28% | . | -3% | 3% | -18%
BAZ2B inh | -5% | . | -27% | -7% | . | 3% | -31% | 6%
APEX1 inh | . | . | -7% | -2% | . | 28% | 0% | 4%
G9a block | ? | . | -4%[59 µM] | ? | . | 105%[activator] | ? | -13%[12.7 µM]
Pol iota inh | -6% | ? | 24% | . | 42%[activator] | 31%[activator] | -9% | 14%
POLK inh | -5%[60.1 µM] | -27% | 10% | . | -7% | -8% | -5% | -3%

41: CCCCNCc1cccn1-c1ccccc1
42: CCCCc1nnc(NC(=O)CN(C)S(=O)(=O)c2ccc(C)cc2)s1
43: COCCn1c(=O)c(-c2ccc(Cl)cc2)nc2cnc(OCc3ccccc3)nc21
44: Cc1ccc(C(=O)Cc2nnc(C)s2)cc1
45: COc1cccc(Cn2cccc(NC(=O)NC3CCCCC3)c2=O)c1
Assay by compound | 41 | 42 | 43 | 44 | 45
JMJD2A Tudor | 5µM* | -23% | . | -2% | -14%
BLM helicase inh | 4% | -7% | -2% | -17% | -6%
POLH inh | 8% | -10% | . | -12% | -18%
Pol beta inh | 0% | -9% | . | 0% | -17%
BAZ2B inh | 71µM* | -6% | . | -4% | ?
APEX1 inh | 12% | -11% | 0% | 1% | -2%
G9a block | ? | 9% | -4%[0.501 µM] | -7% | ?
Pol iota inh | 4% | 31%[activator] | . | 170%[activator] | ?
POLK inh | 5% | 0% | 2%[60.1 µM] | -14% | -7%

# Only part of the results is shown, so the mix of outcomes need not match the whole.
